HMGR II inh: inhibitors of class II HMG-CoA reductase from Enterococcus faecalis. inhibition, % at 10 µM. purified E. faecalis HMGR, NADPH absorbance 340 nm kinetic. actives 0.41% (n = 190,000). AID 1066;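 active = inhibition above a set limit, the median over all tested compounds plus 3 SD, cut at about 9.5% in these data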;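 note: enzyme runs in reverse so mevalonate oxidation gives rising NADPH absorbance; 0% = complete reaction with DMSO and 100% = background rate lacking mevalonate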
PPARg SRC3 recr: PPARgamma-driven SRC-3 recruitment agonism | P37231 | AID 731 | activation, % at 8 µM | biochemical PPARgamma/SRC-3 coactivator recruitment assay | actives 0.26% (n = 200,000); in the data active = activation above about 23%;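 note: 0% = DMSO and 100% = reference agonist; some compounds past the cut are filed as inactive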
Target sequence (P37231 whole entry, looked up): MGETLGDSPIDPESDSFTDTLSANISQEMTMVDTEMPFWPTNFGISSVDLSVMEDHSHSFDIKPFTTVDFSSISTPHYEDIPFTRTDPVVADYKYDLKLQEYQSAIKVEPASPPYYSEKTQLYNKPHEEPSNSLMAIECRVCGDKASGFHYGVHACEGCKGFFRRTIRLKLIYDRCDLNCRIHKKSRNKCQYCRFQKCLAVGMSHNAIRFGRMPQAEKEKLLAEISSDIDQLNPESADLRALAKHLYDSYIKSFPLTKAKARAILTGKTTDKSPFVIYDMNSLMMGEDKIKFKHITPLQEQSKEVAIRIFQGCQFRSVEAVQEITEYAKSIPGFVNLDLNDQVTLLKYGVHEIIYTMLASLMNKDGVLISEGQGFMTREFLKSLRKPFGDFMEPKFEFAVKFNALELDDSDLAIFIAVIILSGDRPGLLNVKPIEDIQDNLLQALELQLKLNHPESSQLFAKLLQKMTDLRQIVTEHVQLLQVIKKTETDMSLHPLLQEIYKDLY
Lmaj promast: Leishmania major promastigote growth inhibition; Leishmania major promastigotes, resazurin fluorescence viability; inhibition, % at 10 µM; actives 9% (n = 200,000); AID 1063; in the data active = inhibition above about 50%;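 note: promastigotes grown with compound for 44 hours at 28 °C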
ROMK mod: modulates human ROMK potassium channel activity; P48048; Tet-inducible ROMK, thallium flux fluorescence; actives lie on both sides; B-score at 10 µM; actives 2% (n = 130,000); AID 1918;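 active = signal ratio slope over the read window, or its plate-corrected B-score, at least 3 SD from the plate mean, either direction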;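 note: B-score of the F/F0 ratio slope over 7 to 12 s after thallium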
PPARg SRC-2 ag: PPARgamma-driven SRC-2 recruitment agonism; P37231; PPARgamma LBD-SRC-2 recruitment, biochemical; activation, % at 8 µM; actives 0.34% (n = 200,000); AID 1032; in the data active = activation above about 22%;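 note: 0% = vehicle and 100% = reference agonist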
TR-FRET SRC-2 ct: flags TR-FRET format artefacts in PPARgamma SRC-2 recruitment agonist screen. TR-FRET ratio at 8 µM. TR-FRET artefact counter-screen; active compounds read high. actives 0.4% (n = 200,000). AID 1049; in the data active = TR-FRET ratio above about 2000; note: inactives centre near 1500; reference of the scale not given here
DTT redox prof: compounds producing H2O2 with reducing agent – biochemical, NIH compound library profiling, artefact control for MLSCN library redox annotation, primary screen | DTT-dependent redox cycling H2O2, phenol red/HRP absorbance; 100% = 100 µM peroxide control, 0% = buffer | activation, % at 10 µM | actives 0.03% (n = 200,000);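 active = activation of at least 50% relative to the plate's high and low controls in the primary single-dose screen; inactive = activation below 50%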;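 note: compound incubated with DTT at 0.8 mM final as the reducing agent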
RAM network inh: blocks the yeast RAM network; actives 1.8% (n = 190,000); S. cerevisiae dse1pr::URA3 reporter, 5-FOA growth OD615, 2 d; analog-sensitive cbk1-as2 kinase mutant strain; inhibition, % at 50 µM;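 active = inhibition above a set limit, 3 SD over mean compound inhibition, cut at about 8.4% in these data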;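 note: 0% = DMSO-only wells with no growth and 100% = 10 µM 1-NA-PP1 full growth; inhibition rescues growth on 5-FOA so higher OD means more RAM inhibition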
PPARg SRC1 recr: promotes SRC-1 coactivator recruitment by human PPARgamma. PPARgamma-SRC-1 coactivator recruitment biochemical assay. activation, % at 8 µM. actives 0.41% (n = 200,000); in the data active = activation above about 19%;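 note: 0% = DMSO and 100% = reference agonist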
S1P3 antag: blocks the human S1P3 receptor | actives 0.27% (n = 170,000) | AID 485 | CHO S1P3 NFAT-BLA reporter, FRET fluorescence, antagonist mode | Q99500 | inhibition, % at 4.98 µM;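 active = inhibition above the plate cutoff, the mean inhibition of test wells on that plate plus 3 SD, cut at about 28% in these data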;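 note: cells challenged with S1P at its EC80 of 0.8 µM; blue over green emission ratio from cleaved BLA substrate after 4 h stimulation; 0% = S1P-stimulated wells and 100% = unstimulated DMSO-only wells; some compounds past the cut are filed as inactive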
bIAP inhibitor: intestinal alkaline phosphatase (bovine) inhibition; inhibition, % at 20 µM; 190,000 tested, under 10 active; purified bovine IAP, CDP-star luminescence, 30 min; AID 1019;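 active = over 50% inhibition of intestinal alkaline phosphatase at 20 µM in the single-dose screen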
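Incubation: 30 min reaction at room temperature / Material: purified bovine intestinal alkaline phosphatase (IAP) enzyme / Input: enzyme at 1/65,000,000 dilution / Dosing: 20 µM single dose / Signal: CDP-star luminescence signal / Reagent: CDP-star chemiluminescent phosphatase substrate, 30 µM final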
The depositor's hits bear a star; . = not tested or not shown.

SMILES	HMGR II inh	PPARg SRC3 recr	Lmaj promast	ROMK mod	PPARg SRC-2 ag	TR-FRET SRC-2 ct	DTT redox prof	RAM network inh	PPARg SRC1 recr	S1P3 antag	bIAP inhibitor
Cc1ccc(-c2nnn(CC(=O)Nc3cccc4c3CCCC4)n2)o1	-0.6	-0.8	15.1	.	-1.2	1432	2.9	0.6	-4.2	-21.3	3.3
Nc1ccc(C(=O)OCC(=O)N2CCN(C(=O)c3ccco3)CC2)cc1[N+](=O)[O-]	-0.8	1.6	-0.8	.	0.3	1547	-0.1	0.0	5.9	-22.9	16.6
CC(CCC(=O)Nc1nncs1)C(=O)O (stereo not drawn)	-9.2	4.0	-0.1	.	1.8	1463	-0.4	1.8	-2.9	6.2	14.9
CN(C)c1nc(-c2ccccc2)nnc1C(F)(F)F	-1.7	3.3	0.2	.	11.8	1377	2.5	1.4	-1.8	.	4.8
CCCC(=O)NCCCc1nc2ccccc2n1CC	-5.4	-3.9	0.6	.	2.1	1671	-4.0	-0.3	1.8	6.2	7.0
CCN(CC)S(=O)(=O)c1ccc(N2CCCCC2)c(NC(=O)c2ccncc2)c1	-1.1	1.3	4.3	0.268	-7.5	1536	-0.5	1.4	7.4	0.9	-9.5
Cc1nn(CC#N)c(=O)n1-c1ccc(C(C)C)cc1	3.3	3.2	-9.8	-0.24	-2.9	1468	0.1	-0.2	7.4	-11.0	1.4
CCc1c(C)nc2ncnn2c1N1CCC(C(=O)Nc2cccc(C(C)=O)c2)CC1	0.8	5.9	7.0	.	-1.5	1475	-0.2	1.0	-7.0	-5.1	10.0
O=C(CCN1C(=O)C2C3CCC(C3)C2C1=O)Nc1ccc(Br)cc1 (stereo not drawn)	4.8	-0.7	60.1*	.	-10.1	1774	.	1.6	-9.7	5.4	-10.0
COc1cccc(C(=O)Oc2cc(-c3ccccc3)no2)c1	-1.1	-6.5	-6.2	-0.974	-0.2	1365	0.1	0.0	-2.7	.	0.4
Cc1[nH]c(=O)[nH]c(=O)c1S(=O)(=O)N1CCCC(C(=O)NCCc2ccc(Cl)cc2)C1 (stereo not drawn)	1.2	3.7	-5.4	0.129	4.2	1474	-0.7	2.6	3.7	.	4.1
COc1ccc(C(=O)NC2CCN(C(=S)Nc3cc(C)cc(C)c3)CC2)cc1	4.8	-3.0	6.7	-0.26	-0.2	1656	-0.3	5.3	2.3	-2.5	-0.9
Cc1ccc(S(=O)(=O)NC(CC(=O)NC2CCCC2)c2ccco2)cc1 (stereo not drawn)	-3.3	0.9	-3.1	0.75	-2.8	1609	1.9	0.4	5.5	-15.4	-4.3
CCCc1cc2c(cc1NC(=O)c1ccc(C(C)(C)C)cc1)OCO2	1.2	-1.0	8.7	0.0784	16.1	1749	-0.3	5.5	9.4	-30.1	3.2
COc1ccc(C(=NNc2ccccc2C(=O)O)c2ccc(OC)cc2)cc1	0.0	3.3	-6.9	0.666	1.7	1420	-0.1	4.0	5.6	-9.7	8.3

Shown as labelled records: 2 of the compounds above
CCc1c(C)nc2ncnn2c1N1CCC(C(=O)Nc2cccc(C(C)=O)c2)CC1
  HMGR II inh: 0.8; PPARg SRC3 recr: 5.9; Lmaj promast: 7.0; ROMK mod: .; PPARg SRC-2 ag: -1.5; TR-FRET SRC-2 ct: 1475; DTT redox prof: -0.2; RAM network inh: 1.0; PPARg SRC1 recr: -7.0; S1P3 antag: -5.1; bIAP inhibitor: 10.0
Nc1ccc(C(=O)OCC(=O)N2CCN(C(=O)c3ccco3)CC2)cc1[N+](=O)[O-]
  HMGR II inh: -0.8; PPARg SRC3 recr: 1.6; Lmaj promast: -0.8; ROMK mod: .; PPARg SRC-2 ag: 0.3; TR-FRET SRC-2 ct: 1547; DTT redox prof: -0.1; RAM network inh: 0.0; PPARg SRC1 recr: 5.9; S1P3 antag: -22.9; bIAP inhibitor: 16.6

More results
Values run as follows: HMGR II inh | PPARg SRC3 recr | Lmaj promast | ROMK mod | PPARg SRC-2 ag | TR-FRET SRC-2 ct | DTT redox prof | RAM network inh | PPARg SRC1 recr | S1P3 antag | bIAP inhibitor
> O=C(Nc1ccccc1)N1CCN(C(=O)Nc2ccccc2)CC1
 : -2.7 | -1.6 | -5.4 | -1.1 | -1.0 | 1509 | 0.2 | 2.8 | -5.1 | -5.2 | -4.3
> CC(CCc1ccccc1)NC(=O)COc1cc(F)ccc1[N+](=O)[O-] (stereo not drawn)
 : -1.0 | 6.5 | 9.3 | -0.813 | 8.1 | 1492 | -0.7 | 0.9 | 9.7 | -4.4 | -20.9
> Cc1ccc(C)c(C(=O)Cn2ncc(Cl)c(Cl)c2=O)c1
 : -1.9 | 4.1 | 95.3* | . | 2.6 | 1665 | -0.8 | 2.3 | 2.9 | . | 4.4
> COc1ccccc1CCn1cnc2c3cc(C)ccc3n(C)c2c1=O
 : -5.3 | 11.4 | 30.0 | -0.677 | 14.2 | 1601 | -0.6 | 3.8 | 9.9 | 39.9 | 7.2
> C=CCn1c(N)c(C(=O)NCC2CCCO2)sc1=S (stereo not drawn)
 : . | 12.5 | 1.8 | . | 6.2 | 1614 | 0.6 | 0.7 | 0.8 | -15.2 | 4.5
> c1ccc2oc(SCc3cn4ccsc4n3)nc2c1
 : -5.7 | 11.7 | -7.2 | . | 5.8 | 1652 | 0.8 | 0.0 | -2.7 | -9.9 | 11.1

Part of the list above in order of length of the SMILES, falling:
Values run as follows: HMGR II inh | PPARg SRC3 recr | Lmaj promast | ROMK mod | PPARg SRC-2 ag | TR-FRET SRC-2 ct | DTT redox prof | RAM network inh | PPARg SRC1 recr | S1P3 antag | bIAP inhibitor
> CC(CCc1ccccc1)NC(=O)COc1cc(F)ccc1[N+](=O)[O-] (stereo not drawn)
 : -1.0 | 6.5 | 9.3 | -0.813 | 8.1 | 1492 | -0.7 | 0.9 | 9.7 | -4.4 | -20.9
> COc1ccccc1CCn1cnc2c3cc(C)ccc3n(C)c2c1=O
 : -5.3 | 11.4 | 30.0 | -0.677 | 14.2 | 1601 | -0.6 | 3.8 | 9.9 | 39.9 | 7.2
> c1ccc2oc(SCc3cn4ccsc4n3)nc2c1
 : -5.7 | 11.7 | -7.2 | . | 5.8 | 1652 | 0.8 | 0.0 | -2.7 | -9.9 | 11.1

Assay outcomes deposited in PubChem by several laboratories.
